KCNQ2 block – KCNQ2 channel blockers in CHO-K1 cells – cell-based, FluxOR thallium flux, B-score, primary screen (AID 2156). B-score at 10 µM. 1.1% of 310,000 active. 20 min; hits give low values;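 active means fluorescence ratio B-score at most minus 3 library SDs, with starting brightness B-score within 2 library SDs, cut at about -5.5 in these data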
Kir21 block – inhibitors of mouse Kir2.1 inward-rectifier potassium channel; P35561; HEK293-Kir2.1, FluxOR thallium flux fluorescence; hits give low values; B-score at 10 µM; 0.85% of 310,000 active;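 active means fluorescence ratio B-score at or below minus 3 SD of library scores, with starting-brightness B-score within 2 SD, cut at about -4.2 in these data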;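 further: channel flux triggered by added potassium and thallium sulfate stimulus; B-score of peak minus minimum fluorescence over baseline after thallium stimulus; more negative B-score means stronger Kir2.1 block with less thallium influx; some compounds called inactive have numbers as strong as hits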
Target sequence (P35561 whole entry, looked up): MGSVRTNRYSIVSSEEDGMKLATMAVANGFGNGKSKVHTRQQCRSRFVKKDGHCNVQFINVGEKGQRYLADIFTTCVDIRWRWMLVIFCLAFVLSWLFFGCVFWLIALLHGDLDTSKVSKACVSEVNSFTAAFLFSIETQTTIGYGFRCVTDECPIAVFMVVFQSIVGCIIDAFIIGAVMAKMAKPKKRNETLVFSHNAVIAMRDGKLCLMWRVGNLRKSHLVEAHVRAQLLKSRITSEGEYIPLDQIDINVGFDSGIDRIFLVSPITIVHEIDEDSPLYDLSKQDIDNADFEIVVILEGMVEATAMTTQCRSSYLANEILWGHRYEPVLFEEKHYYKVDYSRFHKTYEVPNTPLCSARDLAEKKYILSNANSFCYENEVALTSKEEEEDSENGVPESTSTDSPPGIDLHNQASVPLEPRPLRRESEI
Starred values were filed as active, the others as inactive; i = inactive. No enrichment for hits (roughly 1.9% active in at least one column).

SMILES	KCNQ2 block	Kir21 block
Cc1cccc(C(=O)Nc2nccs2)c1[N+](=O)[O-]	i	0.31
CC(C)CN1CCC(=O)N([C@H](COc2ccccc2)c2ccccc2)CC1	i	-1.3
O=C(CO/N=C/c1ccccc1OC(F)F)N1CCc2ccccc21	i	-1.1
COc1ccc(-c2nn(CCC(=O)O)cc2/C=C/C(=O)O)cc1[N+](=O)[O-]	i	-0.49
COc1ccc(N(Cc2nnc3n2CCCCC3)C(=O)Nc2ccccc2)cc1	i	0.74
NC(=O)C[C@@H]1N[C@]2(C(=O)Nc3ccccc32)[C@@H]2C(=O)N(C3CCCCC3)C(=O)[C@H]12	i	-2
CC(=O)Nc1ccc(NC(=O)COc2ccc([N+](=O)[O-])cc2)cc1	i	-1.2
CCCCCCCc1c(O)nc(SCC(=O)O)[nH]c1=O	i	3
COc1ccc(/C=C2\SC(=N)N(c3ccc(F)cc3)C2=O)cc1OC	i	-0.01
Cc1cccc(N2CCN(C(=O)c3cnn4c(C(F)F)cc(-c5ccccc5)nc34)CC2)c1C	i	3
CC(C)CCNC(=O)COC(=O)c1cc(Br)c(Br)s1	i	0.67
Cc1cccc(NC(=O)C2CCN(S(=O)(=O)c3c(C)noc3C)CC2)c1	i	-0.45
COc1ccc(NC(=O)c2sccc2OS(=O)(=O)N(C)C)cc1	i	0.4
O=C(c1ccco1)N1CCN(C(=S)Nc2ccccc2C(F)(F)F)CC1	i	0.06
CCCc1nc(SCC(=O)c2ccc(F)cc2)c2ccccc2n1	i	0.72
COc1ccc2[nH]c(=O)c(CN(C(=O)NC3CCCCC3)C3CCCC3)cc2c1	i	-1.1
Cc1nc(NC(=O)c2c(-c3ccccc3)noc2C)sc1C(=O)N(C)C	i	0.97
O=c1[nH]c(CN2CCN(S(=O)(=O)/C=C/c3ccccc3)CC2)nc2ccccc12	i	-0.74
CC(OC(=O)CCc1nc2ccccc2c(=O)[nH]1)C(=O)c1ccc(Br)cc1 (stereo not drawn)	i	-2.1
Cc1cc(C)cc(OCC(=O)OC(C)C(=O)Nc2ccc(Cl)cn2)c1 (stereo not drawn)	i	-0.9
CC(=O)Nc1ccc(NC(=O)c2ccc(NS(=O)(=O)c3cc(C(C)(C)C)ccc3C)cc2)cc1	i	0.58
Cc1cccc(C)c1OCC(O)CN(Cc1ccccc1O)C1CCCCC1 (stereo not drawn)	-8.4*	-1.1
COc1cc(-c2nnc(SCc3cccnc3)n2C)cc(OC)c1O	i	-0.42
Cc1ccc(SCC(=O)Nc2ccccc2N2CCOCC2)cc1	i	-12*
C=CCN1C(=O)c2ccc(C(=O)N(CCC)CC(=O)Nc3ccccc3C)cc2C1=O	i	0
O=C(Cc1ccccc1)NNS(=O)(=O)c1ccc([N+](=O)[O-])cc1	i	-1.3
CCn1c(SCC(=O)NC2CCCC2)nnc1C(C)C	i	-0.02
Cc1cccc(C(CC(=O)N2CCCC2)c2ccccc2)c1O (stereo not drawn)	i	0.16
CC1CCC(N2CCN(c3ncccn3)CC2)C1 (stereo not drawn)	i	0.22
COc1cc(/C=N/NC(=O)c2ccccn2)ccc1OC(=O)c1ccc(Br)cc1	i	0.07
Cc1cc(C)nc(OC(C(=O)O)C(OCCC(C)C)(c2ccccc2)c2ccccc2)n1 (stereo not drawn)	i	0.82
Cc1ccc(NC(=O)Cn2c(CCC(=O)O)ccc2-c2ccc(Cl)cc2)cc1	i	-0.04
CCOC(=O)c1cccc(NC(=O)CSc2nnc(-c3ccoc3C)n2CCOC)c1	i	-1.1
CN(Cc1ccccc1NC(=O)c1ccc(S(=O)(=O)N(C)C)cc1)C1CCCCC1	i	-2.6
CCC(=O)Nc1ccc(C(=O)Nc2ccc(Br)cc2F)cc1	i	-1.3
CC(C)CCNC(=O)COc1ccc(N(C)S(=O)(=O)c2ccc(F)cc2)cc1	i	-2.1
Cc1cccc2c(C(=O)O)cc(-c3cccnc3)nc12	i	-2.9
Cc1ccccc1NC(=O)CSc1nc(COc2ccccc2)nc2ccccc12	i	1.8
COc1cc(C=O)ccc1OCc1cccc(Br)c1	i	0.14
CSc1nc2ccccc2n1Cc1cccc([N+](=O)[O-])c1	i	0.22
CCOCCCn1c(=NC(=O)c2cccs2)c(C#N)cc2c(=O)n3ccccc3nc21	i	0.37
Cc1ccc(CN2C(=O)CCC2C(=O)NC2CCCC2)cc1 (stereo not drawn)	i	0.5
C(=N\Nc1ccc2nncn2n1)/c1ccccn1	i	0.01
COc1ccc(S(=O)(=O)N2CCC(C(=O)NCc3cccc(OC)c3)CC2)cc1	i	0.81
CCOc1ccc(C(=O)Nc2ccccc2C(=O)O)cc1	i	-1.1
Cc1ccc(Sc2ncccc2C(=O)N(C)Cc2cccs2)c(C)c1	i	0.12
COC(CNC(=O)Cn1nc(Cc2ccncc2)c2ccccc2c1=O)OC	i	-0.36
O=C(c1cc2cc(Cl)ccc2oc1=O)N1CCN(c2ccccn2)CC1	i	0.07
COc1ccc(-c2cc(C(F)(F)F)n3nc(C(=O)O)cc3n2)cc1OC	i	-0.6
COc1ccc(C(=O)Nc2ccc(S(=O)(=O)Nc3nccc(C)n3)cc2)cc1[N+](=O)[O-]	i	0.07
O=C(OCC(=O)c1c[nH]c2ccccc12)c1cc(Br)ccc1O	i	0.4
COC(=O)c1ccc(COc2ncnc3ccccc23)o1	i	-0.19
COc1ccc(NC(=O)CC(C(=O)O)N2CCCCC2)cc1 (stereo not drawn)	i	1.1
CCc1nnc(NS(=O)(=O)c2ccc(NC(=O)C(c3ccccc3)c3ccccc3)cc2)s1	i	-0.3
O=C(O)CCSc1nc2ccc(Br)cc2[nH]1	i	0.09
COc1cccc(C(=O)NC2CC3CCCC(C2)N3Cc2ccc(C)cc2)c1 (stereo not drawn)	i	-2.6
Cc1c(Cl)cccc1NC(=O)CCC(=O)c1cccs1	i	0.35
COc1ccc(-c2ccccc2NC(=O)C2CCCN(Cc3ccco3)C2)cc1 (stereo not drawn)	i	-1.4
FC(F)(F)c1nc(SCc2ccccc2)n[nH]1	i	0.73
Cc1ccc(S(=O)(=O)N/N=C\c2ccc3c(c2)OCO3)cc1	i	0

Sorted by molar mass (rising): 3 of the compounds above.
SMILES	KCNQ2 block	Kir21 block
O=C(O)CCSc1nc2ccc(Br)cc2[nH]1	i	0.09
Cc1cccc(C)c1OCC(O)CN(Cc1ccccc1O)C1CCCCC1 (stereo not drawn)	-8.4*	-1.1
COc1cc(/C=N/NC(=O)c2ccccn2)ccc1OC(=O)c1ccc(Br)cc1	i	0.07

Going on with the list:
SMILES	KCNQ2 block	Kir21 block
CN(C)/C=N/C(=S)Nc1cc(Cl)cc(Cl)c1	i	-3.9
O=C(c1ccc2c(c1)OCO2)N1CCC(Cc2ccccc2)CC1	i	0.3
Cc1ccc(C2=NN(CC(=O)NCc3cccnc3)C(=O)CC2)cc1	i	-0.05
CCCn1c(C)nc2cc(Cl)c(N3CCN(c4nc(-c5ccc(C)cc5)cs4)CC3)cc21	i	-1.3
CCCCn1c(=NC(=O)c2cccnc2)c(C#N)cc2c(=O)n3cccc(C)c3nc21	i	-0.82
COc1cc(OC)cc(C(=O)NCC(=O)NC(C)CCc2ccccc2)c1 (stereo not drawn)	i	-0.69
O=C(CCn1c(=S)oc2ccccc21)N1CCCCC1	i	0.15
CC1CCCC(NC(=O)C2CCC(CNc3c(N4CCCCC4)c(=O)c3=O)CC2)C1C (stereo not drawn)	i	-1.4
COc1ccnc(Oc2ccc(Cl)cc2)c1C#N	i	0.51
COCCCNC(=O)c1cc2c(=O)n3cccc(C)c3nc2n(C(C)C)c1=N	i	1.2
O=C(c1cccnc1)N1CCN(c2ccccc2Cl)CC1	i	-0.72
Cc1[nH]c(C)c(S(=O)(=O)N2CCCCC2)c1C(=O)N1CCCCC1	i	1.3

Five entries from above, bar-delimited:
SMILES | KCNQ2 block | Kir21 block
O=C(CCn1c(=S)oc2ccccc21)N1CCCCC1 | i | 0.15
CC1CCCC(NC(=O)C2CCC(CNc3c(N4CCCCC4)c(=O)c3=O)CC2)C1C (stereo not drawn) | i | -1.4
COc1ccnc(Oc2ccc(Cl)cc2)c1C#N | i | 0.51
COCCCNC(=O)c1cc2c(=O)n3cccc(C)c3nc2n(C(C)C)c1=N | i | 1.2
O=C(c1cccnc1)N1CCN(c2ccccc2Cl)CC1 | i | -0.72

The results go on:
SMILES	KCNQ2 block	Kir21 block
O=C(c1ccc(S(=O)(=O)N2CCCC2)cc1)N1CCN(S(=O)(=O)c2cccc(F)c2)CC1	i	-1.1
Cc1cccc(N(C(=O)CNC(=O)c2cccs2)C(C(=O)NC2CCCC2)c2cccnc2)c1 (stereo not drawn)	i	-0.97
COc1ccc(NC(=O)c2ccco2)cc1NC(=O)c1ccccc1[N+](=O)[O-]	i	-0.58
COC(=O)c1ccccc1Nc1ccccc1	i	0.37
Cc1noc(C)c1CS(=O)(=O)Cc1ccc(Cl)cc1	i	-0.96
COC(=O)Nc1ccc(S(=O)(=O)Nc2cnc3ccccc3n2)cc1	i	1.3
COc1ccc([N+](=O)[O-])cc1N(CC(=O)Nc1ccccc1C(=O)N1CCOCC1)S(C)(=O)=O	i	3.1
CCc1ccc(OCc2nnc(SCC(=O)N3CCOCC3)o2)cc1	i	0.22
CS(=O)(=O)Nc1nnc(SCC(=O)Nc2cccc([N+](=O)[O-])c2)s1	i	0.43
Clc1ccc2nc3ccccn3c2c1	i	-0.01
Cc1noc(C)c1C(=O)NCc1ccco1	i	-0.01
CCOC(=O)c1cnc2c([N+](=O)[O-])cnn2c1C	i	-0.72

One compound at a time, from the list above. Values in the order: KCNQ2 block, Kir21 block
`COC(=O)c1ccccc1Nc1ccccc1` is entered as i, 0.37
`CS(=O)(=O)Nc1nnc(SCC(=O)Nc2cccc([N+](=O)[O-])c2)s1` is entered as i, 0.43

(more compounds)
SMILES	KCNQ2 block	Kir21 block
COc1ccc(C2C(C(N)=O)=C(C)Nc3nc(-c4cccc(Cl)c4)nn32)cc1OC (stereo not drawn)	i	-0.43
CCC(CC)C(=O)NCCc1cc2c(OC)ccc(OC)c2[nH]c1=O	i	-0.46
O=C(Nc1ccc(Cl)cc1)NC1CCCCC1	i	-0.74
O=C(c1ccc([N+](=O)[O-])o1)N1CCc2ccccc21	i	3
O=C(c1ccsc1)N1CCCC(N2CCN(c3cccc(C(F)(F)F)c3)CC2)C1 (stereo not drawn)	i	0.64
CN(c1ccccc1)S(=O)(=O)c1cc(C(=O)N2CCN(c3ccccn3)CC2)ccc1Cl	i	0.01
Cc1ccnc(NC(=O)C2CC(=O)N(c3ccc4c(c3)OCCO4)C2)c1 (stereo not drawn)	i	-1.1
CC(=O)Nc1ccc(S(=O)(=O)NCC2CCC(C(=O)NCCc3ccccc3)CC2)cc1 (stereo not drawn)	i	-1.9
O=C(Nc1ccccc1N1CCOCC1)C1CCN(S(=O)(=O)c2ccc(Cl)cc2)CC1	i	-0.74
CCOC(=O)C1CN(S(=O)(=O)c2ccc(OC)cc2)c2cc(CC(=O)OC)ccc2O1 (stereo not drawn)	i	0.06
CCOC(=O)N1CCN(C(=O)CN(C2CCCCC2)S(=O)(=O)c2ccc(Cl)cc2)CC1	i	-0.22
CCc1nn2c(NCCOC)cc(C)nc2c1-c1ccc(F)cc1	i	-3.6
O=C1N/C(=N\N=C\c2cccs2)SC1Cc1cccc(Cl)c1Cl (stereo not drawn)	i	-0.02
O=C(CSc1ccccn1)c1ccc2c(c1)OCO2	i	1.5
COc1cccc(CN2CCNC(=O)C2CC(=O)N(C)CCC2CCOCC2)c1OC (stereo not drawn)	i	0
O=C(C1CC1)N1CCc2cc(Br)cc(S(=O)(=O)NCC3COc4ccccc4O3)c21 (stereo not drawn)	i	0.74
Cc1cc(C(F)F)n2ncc(C(=O)NCc3ccccc3)c2n1	i	0.38
CCOc1ccc(NC(=O)NC23CC4CC(CC(C4)C2)C3)cc1	i	-1.7
CC(C)NC(=O)c1onc(CSc2ccc(F)cc2)c1C(=O)O	i	0.46
COc1ccc(/C=N\NC(=O)c2ccc(=O)[nH]n2)cc1O	i	-0.41
O=C1CCCN1CC(O)CS(=O)(=O)Cc1ccc(Cl)c(Cl)c1 (stereo not drawn)	i	0.3
COCCNC(=O)C(c1ccc(F)cc1)N(C(=O)CCC(=O)Nc1ccccn1)C1CCCCC1 (stereo not drawn)	i	2
O=C(NC1CCN(Cc2ccccc2)CC1)c1cccc(S(=O)(=O)Nc2ccc(Br)cc2)c1	i	-0.23
CC(CCc1ccccc1)NC(=O)CN1CCOc2ccccc21 (stereo not drawn)	i	0

Given as a markdown table: part of the list above.
| structure | KCNQ2 block | Kir21 block |
| --- | --- | --- |
| CC(CCc1ccccc1)NC(=O)CN1CCOc2ccccc21 (stereo not drawn) | i | 0 |
| CCOc1ccc(NC(=O)NC23CC4CC(CC(C4)C2)C3)cc1 | i | -1.7 |
| COCCNC(=O)C(c1ccc(F)cc1)N(C(=O)CCC(=O)Nc1ccccn1)C1CCCCC1 (stereo not drawn) | i | 2 |

(more compounds)
SMILES	KCNQ2 block	Kir21 block
COc1ccc(C2(CNC(=O)c3cccs3)CCOCC2)cc1	i	0.37
COc1ccc(CN=C2NN=C(c3cccc(OC)c3)CS2)cc1	i	1.2
Cc1cc(-c2nc(-c3ccc(C(C)(C)C)cc3)no2)no1	i	-0.6
NS(=O)(=O)c1ccc(NC(=O)COC(=O)COc2ccc(Br)cc2)cc1	i	-0.68
CO[C@H]1O[C@@H]2O[C@@]3(C)CC[C@H]4[C@H](C)CC[C@@H]([C@H]1C)[C@@]24OO3	i	-0.53
CCN(CC)C(=O)c1ccc2c(=O)n(CCOC)c(=S)[nH]c2c1	i	-0.25
N#Cc1ccc(NC(=O)CN2CCN(c3ccccn3)CC2)cc1	i	0.37
CCCn1nc(NC(=O)c2ccco2)c2cc3ccccc3nc21	i	1.9
CC/C(=N\NC(=O)CSc1ncccn1)c1ccc2c(c1)OCCO2	i	0.92
COc1ccc(NC(C)=O)cc1NC(C)C(=O)Nc1ccccc1F (stereo not drawn)	i	-1.1
Cc1ccn2cc(C(=O)NC3CCN(Cc4ccccc4)CC3)nc2c1	i	-2.3
CCN=c1scc(-c2ccco2)n1/N=C/c1ccc(O)cc1	i	0.79
